MBD2 DNA inh – blocks human MBD2 binding to methylated DNA; Q9UBB5; AID 686964; 370,000 compounds, 0.31% hits; TR-FRET, MBD2 binding to methylated oligonucleotide; inhibition, % at 4.4 µM; in the data active means inhibition above about 13%
UHRF1 binding – human UHRF1 methylated DNA binding inhibitors | Q96T88 | 370,000 compounds, 0.75% hits | inhibition, % at 4.4 µM | UHRF1 binding to methylated oligo, TR-FRET; in the data active means inhibition above about 21%;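 further: UHRF1 SRA domain binding a hemimethylated CpG hairpin DNA probe; 0% = median of test compound wells and 100% = reference inhibitor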
Target sequence (Q96T88 whole entry, looked up, the tested form may be a part): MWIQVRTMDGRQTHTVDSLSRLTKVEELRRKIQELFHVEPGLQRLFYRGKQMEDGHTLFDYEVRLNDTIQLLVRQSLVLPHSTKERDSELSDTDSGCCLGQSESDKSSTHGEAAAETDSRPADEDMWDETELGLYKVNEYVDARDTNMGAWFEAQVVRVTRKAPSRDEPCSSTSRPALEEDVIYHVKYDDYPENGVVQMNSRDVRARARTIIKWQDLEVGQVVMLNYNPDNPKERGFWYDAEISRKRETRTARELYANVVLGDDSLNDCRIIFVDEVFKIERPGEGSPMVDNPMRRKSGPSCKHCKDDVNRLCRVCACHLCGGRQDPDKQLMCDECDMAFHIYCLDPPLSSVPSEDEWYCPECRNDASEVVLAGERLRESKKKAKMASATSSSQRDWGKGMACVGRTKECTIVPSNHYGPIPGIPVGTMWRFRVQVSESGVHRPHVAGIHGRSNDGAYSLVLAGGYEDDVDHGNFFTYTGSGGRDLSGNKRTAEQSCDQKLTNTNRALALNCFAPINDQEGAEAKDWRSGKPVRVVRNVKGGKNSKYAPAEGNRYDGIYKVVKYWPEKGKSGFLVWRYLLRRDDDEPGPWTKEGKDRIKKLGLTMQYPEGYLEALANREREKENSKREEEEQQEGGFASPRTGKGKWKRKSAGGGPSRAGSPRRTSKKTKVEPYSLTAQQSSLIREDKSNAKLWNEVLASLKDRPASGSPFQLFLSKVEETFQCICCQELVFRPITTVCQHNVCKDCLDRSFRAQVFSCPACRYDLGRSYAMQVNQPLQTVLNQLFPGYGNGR
PG9 binder – binds the HIV-1 gp120 antibody PG9; TR-FRET gp120-PG9 antibody binding; inhibition, % at 6.7 µM; 360,000 compounds, 0.43% hits; AID 624416; in the data active means inhibition above about 8.5%
rCAG binder – molecules binding r(CAG) RNA repeats; 370,000 compounds, 1.3% hits; r(CAG) RNA repeat, TO-PRO-1 dye displacement fluorescence; AID 651821; inhibition, % at 3 µM;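 active means inhibition above the plate cutoff, the mean of all test compounds on that plate plus 3 SD, cut at about 35% in these data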;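 further: 0% = DMSO alone and 100% = 100 µM mitoxantrone as full dye displacement; higher means more dye released from RNA so lower well fluorescence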
HTRA1 inhibitor – blocks human HTRA1 serine peptidase. recombinant HTRA1, FP-rhodamine activity-based probe, fluorescence polarization. 340,000 compounds, 0.5% hits. Q92743. inhibition, % at 5.96 µM; in the data active means inhibition above about 36%;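 further: 0% = enzyme with DMSO and 100% = wells lacking enzyme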
LEDGF integ inh – blocks HIV-1 LEDGF/p75-dependent DNA integration; TR-FRET IN-LEDGF/p75 DNA integration, Eu/Cy5; AID 743269; inhibition, % at 3.7 µM; 370,000 compounds, 0.64% hits;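 active means inhibition above the screen-wide mean plus 3 SD, cut at about 13% in these data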;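 further: signal is the Cy5 over europium emission ratio at 671 and 618 nm; 0% = plate median of compound wells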
mABHD4 FP – inhibits mouse alpha/beta hydrolase domain 4; 370,000 compounds, 0.54% hits; Q8VD66; purified mABHD4, FP-Rh probe fluorescence polarization; inhibition, % at 8.92 µM;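 active means inhibition exceeding the mean over every tested compound plus 3 SD, cut at about 30% in these data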;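 further: 0% = plate median of compound wells and 100% = S159A mutant with DMSO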
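Material: mouse ABHD4 enzyme, wild type; Benchmarks: S159A mutant high control, sample median low control; Buffer or medium: HEPES pH 7.0, NaCl, Pluronic buffer; Signal: fluorescence polarization; Read-out: percent inhibition of probe binding, normalized to plate controls; Timing: pre-incubation 45 min, probe exposure 60 min, at 25 °C; Dosing: 8.92 µM, single dose.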
Rev-erbA mod – modulators of human Rev-erb alpha DNA binding; Rev-erbα–FITC-DNA binding, fluorescence polarization, 90 min; 370,000 compounds, 0.79% hits; P20393; activity, % at 10 µM;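 active means activity above about 14%, limit read from the data; passing the limit was not always enough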;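 further: 0% = DMSO wells with 35 nM protein and 100% = DMSO wells with 750 nM protein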
TCR CD3 inh – blocks the human TCR-CD3 interaction; AID 651800; 360,000 compounds, 0.37% hits; TAMRA-labeled TCR probe fluorescence, biochemical; inhibition, % at 9.4 µM; in the data active means inhibition above about 19%;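 further: recombinant mutant TCR 2C K166C tagged with TAMRA read by polarization; 0% = receptor in buffer alone and 100% = receptor with positive control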
PRMT1 inh – PRMT1 (human) inhibition, primary screen; Q99873; recombinant PRMT1, activity-based probe fluorescence polarization; inhibition, % at 2.79 µM; 370,000 compounds, 1.3% hits;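 active means inhibition above about 21% made by adding two undisclosed values, limit read from the data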
The depositor's hits bear a star; x = not tested or not shown.

SMILES	MBD2 DNA inh	UHRF1 binding	PG9 binder	rCAG binder	HTRA1 inhibitor	LEDGF integ inh	mABHD4 FP	Rev-erbA mod	TCR CD3 inh	PRMT1 inh
NC(=O)COC(=O)CNC(=O)c1sc2ccccc2c1Cl	2	2	0.9	-2	2	1	-1	-7	4	-1
CCN1C(=O)[C@H]2[C@@H](c3ccc(-c4ccc5c(c4)OCO5)cc3)N[C@@](Cc3ccccc3)(C(=O)OC)[C@H]2C1=O	0	2	0.9	6	-3	2	-5	4	6	1
Cc1ccc(C(CC(=O)O)NC(=O)CCNC(=O)c2ccco2)cc1 (stereo unspecified)	2	-1	-1.0	2	-3	0	-2	-5	5	-4
Cc1ccc(Cn2c(CN3CCOCC3)nc3c2c(=O)[nH]c(=O)n3C)cc1	0	-4	-2.6	-2	1	2	0	1	7	-2
COc1ccc(CN(C)C(=O)C(Cc2ccccc2)NC(=O)c2ccccc2)c(OC)c1 (stereo unspecified)	-1	4	0.3	-7	-7	-2	-5	1	-7	1
O=C(CCNS(=O)(=O)c1cccc(Cl)c1)OCC(=O)N1CCN(C(=O)c2ccco2)CC1	0	-2	0.2	4	-3	-5	6	7	0	1
Cc1ccc(CN2CCN(Cc3cn[nH]c3-c3ccccc3)CC2CCO)o1 (stereo unspecified)	-3	-4	2.7	-2	0	2	4	-1	-2	-3
COc1cc(NC(=O)C(F)(F)F)cc(OC)c1	-1	1	2.5	1	-1	-2	-1	5	-2	-2
O=C(NCc1ccc(Cl)c(Cl)c1)c1cc(C2CCCCN2C(=O)c2ccccn2)on1 (stereo unspecified)	1	1	0.6	-1	x	-3	-3	8	-6	2
COC(=O)C1CCN(C(=O)COC(=O)c2cc([N+](=O)[O-])ccc2N2CCOCC2)CC1	4	-2	-0.5	0	10	4	-6	0	-2	3
Cc1ccc(C(=O)Nc2ccccc2N2CCCCC2)cc1[N+](=O)[O-]	-3	2	0.7	-2	-9	0	9	-7	4	-2
CCCC(C)NC(=O)c1cc(Cl)ccc1OC (stereo unspecified)	0	-2	-0.5	-2	-2	-2	4	0	6	0
Cc1nc(CN2CCOCC2)cc(=O)[nH]1	-3	1	-0.7	2	-12	-2	-5	0	2	-1
Cc1ccc(C(=O)OCC(=O)NNC(=O)c2ccccc2)c(O)c1	-1	-1	-0.1	1	1	2	-3	-2	6	-5
COc1ccccc1OCc1cc(C(=O)NCCN2CCCC(O)C2)no1 (stereo unspecified)	1	-1	-0.4	0	-5	0	2	-3	5	-4
COc1ccc(C2C(C#N)=C(N)OC3=C2C(=O)CCC3)cc1Cn1nc(C)c([N+](=O)[O-])c1C (stereo unspecified)	-2	1	-1.0	8	-3	-2	5	5	42*	-1
COc1ccc(S(=O)(=O)N(C)C[C@H]2OCCCC[C@@H](C)Oc3ccc(N(C)C)cc3C(=O)N([C@H](C)CO)C[C@@H]2C)cc1	1	0	-2.2	8	2	-4	-4	-2	-1	5
Cc1ccc(CNC(=O)C2CC(=O)N(C3CCCCCCC3)C2)cc1 (stereo unspecified)	1	4	-0.4	-5	-2	2	4	6	0	0
Cc1ccc(NC2CC(=O)N(CCc3ccccc3)C2=O)cc1 (stereo unspecified)	5	4	3.7	-3	-5	-5	-12	3	-4	5
CN(C)S(=O)(=O)c1cccc(NC(=O)COC(=O)c2cc(=O)[nH]c(=O)[nH]2)c1	1	2	-1.8	4	3	2	-2	4	5	1
COC(=O)c1cc(=O)nc(NN=Cc2ccco2)s1	-7	-2	-3.1	10	x	4	5	0	-3	0
Cc1ccsc1/C=N/NC(=O)CNC(=O)c1c(F)cccc1Cl	-1	6	-0.3	1	0	4	0	-1	4	-3
O=C1CCCN2N=C(SCC(=O)Nc3cccc(F)c3)SC2=N1	4	-1	-1.5	3	-8	-2	0	-1	-3	-1
O=c1oc(-c2cccs2)nc2ccccc12	-7	0	-0.7	6	-49	-1	-7	-3	1	2
CCCN1CCC(=O)N([C@H](CSc2ccccc2)CC(C)C)CC1	0	2	0.5	-12	-12	1	-4	-1	0	-2
CSc1ccccc1-c1nnc(-c2ccccc2)o1	4	-2	0.4	-5	-7	0	-12	-2	4	0
Cn1cnc(S(=O)(=O)Nc2ccccc2C(=O)NCC2CC2)c1	-5	2	-0.9	2	2	0	6	-3	4	0
CC(=O)Nc1cc(-c2ccc(CO)cc2)cn2c(-c3cccc(C(F)(F)F)c3)cnc12	-5	-4	0.2	9	x	1	-13	9	6	5
COc1ccc(C=C(c2nc3ccccc3s2)c2nc3ccccc3s2)cc1O	0	-5	-0.5	6	-25	1	-4	-1	1	2
COc1cccc(C=Nc2cc(C(C)C)c(O)cc2C)c1O	-2	-6	-5.3	4	4	-2	10	-5	2	7
O=C1c2ccccc2/C(=C\c2ccc(O[C@@H]3CCCCO3)cc2)N1c1ccccc1	-2	0	-1.1	7	x	-1	-4	-5	7	-1
O=C1CCCc2ccccc2N1Cc1ccc(Cl)cc1	-3	2	-2.9	-6	-2	3	-5	1	7	0
COc1cc2ccccc2cc1C(=O)Nc1ccc(Br)cn1	2	4	-0.1	3	-9	-6	0	36*	-2	1
COCCn1c(=S)[nH]c2cc(C(=O)N3CCc4ccccc43)ccc2c1=O	1	1	1.1	8	-2	-1	-2	1	-3	4
CCn1c(SCC(=O)Nc2nc(C)c(C)s2)nnc1-c1cccnc1	1	6	2.1	-2	5	-4	-5	1	0	1
CC(C(=O)Nc1ccc2nccnc2c1)N1C(=O)C2C3C=CC(C3)C2C1=O (stereo unspecified)	-4	0	3.1	0	1	-6	4	2	-2	6
CC(=O)c1cccc(S(=O)(=O)N2CCN(c3ccccc3F)CC2)c1	-3	2	-2.3	1	2	4	-10	4	-2	-6
O=C(CCl)Nc1cc(-c2ccccc2)nn1-c1ccccc1	-3	0	0.4	1	-6	2	3	-5	2	-1
Cc1ccc(S(=O)(=O)NCC(=O)OCC(=O)NCc2ccco2)cc1	0	-1	-0.8	5	-4	-3	-1	-6	5	-2
CCc1ccc(C(=O)CSc2n[nH]c(C)n2)cc1	2	-1	-1.0	-1	7	1	3	0	1	12

The closing three records of the section before come first, to join the parts.
SMILES	MBD2 DNA inh	UHRF1 binding	PG9 binder	rCAG binder	HTRA1 inhibitor	LEDGF integ inh	mABHD4 FP	Rev-erbA mod	TCR CD3 inh	PRMT1 inh
O=C(CCl)Nc1cc(-c2ccccc2)nn1-c1ccccc1	-3	0	0.4	1	-6	2	3	-5	2	-1
Cc1ccc(S(=O)(=O)NCC(=O)OCC(=O)NCc2ccco2)cc1	0	-1	-0.8	5	-4	-3	-1	-6	5	-2
CCc1ccc(C(=O)CSc2n[nH]c(C)n2)cc1	2	-1	-1.0	-1	7	1	3	0	1	12
CC(C)(C)c1ccc(S(=O)(=O)NCCc2ccncc2)cc1	-9	-4	-2.0	-7	1	-1	-3	-1	4	1
COc1ccc(Nc2c3ccccc3nc3ccccc23)cc1	-4	-1	-11	20	9	-6	8	6	-6	1
CCCCCCCOc1ccc(C2(C)NC(=O)NC2=O)cc1 (stereo unspecified)	-1	0	-0.9	-8	-7	1	-8	-1	-1	-9
CCOc1ccc(C(=O)Nc2ccc(N3CCCC3)cc2)cc1	-6	-3	-3.1	8	13	0	19	5	4	0
CC1CCCCN1C(=O)NC12CC3CC(CC(C3)C1)C2 (stereo unspecified)	2	2	1.8	1	1	-3	3	1	0	-1
CS(=O)(=O)N1CCC(C(=O)Nc2ccccc2)CC1	-1	0	1.3	0	7	-3	-4	0	-9	2
O=C(COc1ccccc1)NNC(=O)c1cccs1	3	0	-2.1	2	-3	1	1	3	1	-3
CCN1CCc2c(C#N)c(N3CCOCC3)nc(NCc3ccccc3)c2C1	-3	-4	-0.9	-6	0	1	7	-2	7	-1
O=C(NCCCN1CCCCC1)c1ccc(CS(=O)c2ccc(F)cc2)o1 (stereo unspecified)	-3	2	0.4	6	5	-2	10	-6	7	0
CC(C)c1nc2cc(C(=O)N3CCNC(=O)C3c3cccc(F)c3)ccc2o1 (stereo unspecified)	2	1	-0.1	-3	12	-3	2	6	2	-2
Cc1ccc(-c2cc3nc(NCCOc4ccccc4Cl)n(C)c(=O)c3s2)cc1	-8	-1	-0.5	3	x	3	-2	-9	3	0
O=C(COC(=O)c1ccc(S(=O)(=O)N2CCOCC2)cc1)NC1CCCCCC1	1	1	-0.5	-7	-1	-5	4	-13	-5	0
COc1ccc(NC(=S)N2CCN(C(=O)c3ccco3)CC2)c(OC)c1	-1	-1	-0.3	-4	2	-2	11	-1	0	1
CC1(C)OC(=O)N(c2ccccn2)C1(C)O (stereo unspecified)	4	-1	1.1	3	-5	-1	-7	0	9	-1
O=C(Nc1nc2ccccc2s1)C1CC(=O)N(c2ccc(Br)cc2)C1 (stereo unspecified)	-7	-3	-3.4	1	-51	4	-24	-1	4	-3
CCN(CC)C1=N/C(=C\c2ccc(OC)cc2)C(=O)N1c1ccccc1	-1	0	-0.2	-5	5	-3	3	-1	-5	2
COc1ccccc1Cn1c(C)nnc1-c1cnn(C)c1N	1	4	-0.2	-4	1	-4	2	6	0	1
COc1ccc(NS(=O)(=O)c2cccc(C(=O)NCC(c3ccccc3)N(C)C)c2)cc1 (stereo unspecified)	3	3	-1.1	-2	-9	-4	-4	-7	-3	0
COc1ccccc1Cc1c(-c2ccc(Cl)cc2)nc2ccc(Br)cn12	-7	3	3.4	42*	x	-2	-7	9	-6	2
CC(=O)N1CCN(c2ccc(NS(=O)(=O)c3ccc(C)cc3)cc2)CC1	-1	0	-5.2	4	4	6	-1	-4	-1	-4
CC(=O)OC1CCC2C3CCC4=CC(=O)CCC4(C)C3CCC2(C)[C@]1(C)O (stereo partly specified)	-3	2	-2.0	-5	0	-2	8	-1	4	-3
Fc1ccc(N2CCN(Cc3ccccn3)CC2)cc1	5	4	-1.4	-4	1	0	12	2	0	4
C/C(Cl)=C\Cn1c(O)c(N=O)c2ccccc21	-4	-1	-0.2	-1	-17	3	-16	0	-4	-3
O=C(Nc1ccc(Cl)cc1)N1CCCN(Cc2ccc(F)cc2)C1	-2	1	-3.4	2	-6	7	-9	-9	-7	-1
CSc1ccccc1NC(=O)CN(c1cc(C)cc(C)c1)S(C)(=O)=O	10	21	0.7	-2	-7	0	-11	3	3	0
CCCc1ccc2oc(C(=O)NCc3nnc(C)o3)c(C)c2c1	-5	-1	-1.3	-6	0	1	-4	4	5	-3
CC1(C)Cc2c(cnn2-c2ccccc2)C(=O)/C1=N\NC(=O)c1ccccc1O	-4	0	0.3	3	5	0	-2	-1	-2	-3
CCOc1ccc(CCNC(=O)Nc2cccc(OC)c2)cc1OCC	1	-2	-0.3	-3	6	3	2	1	-2	1
CC1=NOC(=O)/C1=C\c1ccc(-c2ccc(Cl)cc2Cl)o1	3	7	0.9	13	-21	1	17	-1	1	1
CCN(c1ccccc1)S(=O)(=O)c1cccc(C(=O)NCc2ccncc2)c1	4	1	-0.3	0	1	5	-9	4	2	1
COc1ccc(CCNC(=O)/C=C/C(=O)O)cc1	2	-2	-1.1	4	5	3	5	-3	1	4
CCOC(=O)Cc1csc(NC(=O)CSc2nccn2C)n1	4	1	-1.8	-2	6	-8	7	-11	-7	3

A portion of the library. The share of hits here may be higher or lower than overall.
